A549 viability = A549 cytotoxicity, counter-screen for Nrf2 inhibitors; A549 ARE-Fluc cells, CellTiter-Fluor viability, 18-24 h; Potency, µM (doses to about 46 µM), for inactives: at the top dose activity change, negative = cytotoxicity, usual class: inhibitors; 0.16% of 390,000 active; AID 504648; further: on the % scale 0 is the no-effect control and ±100 the full control effect
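A549 ARE-Fluc cells in 5% FBS OPTI-MEM, 5000 cells/well, rested 2 h then exposed to compounds in concentration-response for 18-24 h at 37 °C. Viability by CellTiter-Fluor fluorescence (Ex 405/Em 525) after 30 min; luciferase luminescence (BugLite, 15 min, RT) read afterwards.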
ATXN2 expr inh = ATXN2 expression inhibition | 0.72% of 360,000 active | HEK-293 ATXN2-luciferase reporter, luminescence, 24 h | Potency, µM (titrated, usually from 57 µM), for inactives: at the highest dose activity change, negative = inhibition, actives largely listed as inhibitors; further: on the % scale 0 is the no-effect control and ±100 the full control effect; nearly all actives have a fitted effect of over 55% in size
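qHTS (up to 57 uM final) was run with 24 h compound exposure of reporter cells at 37 °C. Each well was multiplexed: SteadyGlo luminescence measured ATXN2-luciferase expression after a fluorogenic Gly-Phe-AFC viability readout (25 uM final).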
TGFb SMAD3 inh = blocks TGF-b signaling | HepG2 CAGA-GFP TGF-b/SMAD3 reporter, GFP fluorescence, 18 h; TGF-beta stimulated, 500 pg/mL final | Potency, µM (series often up to 46.1 µM), inactives show at the highest dose activity, negative = inhibition, actives largely listed as inhibitors | 1.2% of 410,000 active | AID 588855; further: on the % scale 0 is the no-effect control and ±100 the full control effect; nearly all actives have a fitted effect of over 65% in size
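Smad-responsive CAGA-GFP expression was quantified in HEPG2 cells exposed to compounds and 500 pg/mL final TGF-beta for 18 h at 37 degrees C; unstimulated wells defined full inhibition.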
Nrf2 activator = activators of Nrf2 (ARE) signaling; AREc32 ARE-luciferase reporter (MCF7-derived line), luminescence, 24 h; 0.31% of 410,000 active; AID 624171; Potency, µM (highest dose often 46.1 µM), for inactives: at the top dose activation, hits mostly activators; further: % of control where 0% means no effect; nearly all actives have a fitted effect of over 65% in size
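AREc32 cells carrying an ARE-driven firefly luciferase, 1000 cells/well in OPTI-MEM with 5% FBS, dosed after overnight attachment and incubated 24 hr at 37 deg C. Steady-Glo luminescence read after 30 min at RT.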
S2 tox = reduces viability in counter-screen for ATXN expression inhibitors. AID 651635. S2 cells (HEK-293 line with an ATXN2-luciferase reporter) viability, CellTiter-Fluor protease fluorescence, 24 h. 0.49% of 400,000 active. Potency, µM (doses to about 56.7 µM), most hits filed as cytotoxic; further: nearly all actives have a fitted effect of over 40% in size
MCF10A rereplic = DNA re-replication induction in MCF 10a cells. 2.9% of 350,000 active. Potency, µM (series often up to 46.1 µM), for inactives: at the highest dose activity, positive = re-replication, hits mostly activators. MCF 10A DNA re-replication, Hoechst nuclear intensity, 48 h; further: % of control where 0% means no effect; nearly all actives have a fitted effect of over 50% in size
EPAC2 antagonist = EPAC2 (human) antagonism | EPAC2 GEF exchange of Rap1B-BODIPY-GDP, fluorescence | Potency, µM (series often up to 114 µM), without a hit: at the highest dose activity, negative = inhibition, usual class: inhibitors | 0.18% of 360,000 active | AID 720708; further: on the % scale 0 is the no-effect control and ±100 the full control effect; nearly all actives have a fitted effect of over 45% in size; many of its hits are not listed in these tables
Target sequence (Q8WZA2 whole entry, looked up): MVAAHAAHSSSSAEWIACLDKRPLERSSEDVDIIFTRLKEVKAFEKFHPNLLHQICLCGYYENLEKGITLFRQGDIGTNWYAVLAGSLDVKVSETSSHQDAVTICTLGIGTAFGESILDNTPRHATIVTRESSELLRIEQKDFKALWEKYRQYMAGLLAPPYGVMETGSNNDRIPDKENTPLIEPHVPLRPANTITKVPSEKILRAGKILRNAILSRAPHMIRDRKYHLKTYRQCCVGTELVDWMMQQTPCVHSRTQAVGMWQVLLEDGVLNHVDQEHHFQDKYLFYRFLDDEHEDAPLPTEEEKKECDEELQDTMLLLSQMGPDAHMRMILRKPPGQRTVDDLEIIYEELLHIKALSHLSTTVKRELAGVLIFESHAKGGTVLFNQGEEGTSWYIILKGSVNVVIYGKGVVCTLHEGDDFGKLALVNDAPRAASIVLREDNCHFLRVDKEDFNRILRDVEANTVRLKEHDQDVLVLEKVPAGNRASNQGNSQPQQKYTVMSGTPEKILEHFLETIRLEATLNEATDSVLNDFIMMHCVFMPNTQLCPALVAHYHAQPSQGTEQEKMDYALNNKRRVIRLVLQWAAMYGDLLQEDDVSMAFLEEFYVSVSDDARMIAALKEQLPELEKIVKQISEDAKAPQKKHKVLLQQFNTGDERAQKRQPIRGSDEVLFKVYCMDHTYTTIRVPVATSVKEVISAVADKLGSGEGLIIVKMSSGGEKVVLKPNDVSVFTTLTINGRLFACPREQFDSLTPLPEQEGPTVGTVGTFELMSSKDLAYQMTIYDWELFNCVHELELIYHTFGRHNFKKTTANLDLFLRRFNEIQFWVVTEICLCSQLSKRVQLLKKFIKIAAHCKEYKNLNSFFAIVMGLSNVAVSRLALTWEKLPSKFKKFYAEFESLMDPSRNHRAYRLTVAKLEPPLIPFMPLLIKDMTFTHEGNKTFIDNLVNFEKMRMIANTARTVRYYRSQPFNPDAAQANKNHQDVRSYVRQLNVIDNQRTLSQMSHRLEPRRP
Nrf2 inh = inhibitors of Nrf2 signaling | A549 ARE-Fluc reporter, luciferase luminescence, 18-24 h | Potency, µM (series often up to 46 µM), without a hit: at the top dose activity change, negative = inhibition, most hits filed as inhibitors | 2.1% of 360,000 active | AID 504444; further: on the % scale 0 is the no-effect control and ±100 the full control effect; nearly all actives have a fitted effect of over 60% in size
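Cells were seeded and rested 2 h, then exposed to compounds for 18-24 h. CellTiter-Fluor was read first as a viability measure. BugLite was added 15 min before the final luminescent read of ARE-luciferase activity in A549 cells.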
HepG2 tox = kills HepG2 cells in TGF-b inhibitor counter-screen; HepG2 CAGA-GFP viability, ATP luminescence, 18 h; Potency, µM (titrated, usually from 46.1 µM), for the others: at the top dose activity change, negative = cytotoxicity, usual class: cytotoxic; 0.76% of 410,000 active; AID 588856; further: some results filed as inactive show a strong effect at the top dose
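HepG2 CAGA-GFP cells (1000/well, DMEM with 1% FBS) received compound, then TGF-beta at 500 pg/mL final, and were incubated 18 hours at 37 degrees C. Viability was read by CellTiter-Glo luminescence. Media-only wells were set as complete cell-killing and DMSO as no toxicity.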
An asterisk follows results filed as active; i = inactive; ? = inconclusive; / = not tested or not shown; [ ] = remark or other dose. The call rests on the fitted dose curve; in most records, active means well fitted curve in the direction sought with a large enough effect; inconclusive means small, poorly fitted or top-dose-only effect, or another doubt; inactive means no such curve, though single readings can be large; an effect the other way counts as inactive or inconclusive. Potency means the concentration at half of the fitted maximal effect.

SMILES	A549 viability	ATXN2 expr inh	TGFb SMAD3 inh	Nrf2 activator	S2 tox	MCF10A rereplic	EPAC2 antagonist	Nrf2 inh	HepG2 tox
CCN(CC)c1ccc(/C=N/N2CCN(Cc3ccc(C)cc3C)CC2)c(O)c1	-7.2%	-17.6%	-6.4%	-0.7%	i	-0.3%	10.0%	5.0%	3.4%
CC(=O)N(C)c1nnc(-c2ccccn2)s1	-2.0%	40.6%[activator]	?	0.7%	i	-3.2%	-1.7%	24.2%	-8.2%
O=C(CCCn1c(=S)[nH]c2cc3c(cc2c1=O)OCO3)N1CCN(c2ccc(F)cc2)CC1	-16.3%	-5.7%	?	0.4%	?	1.1%	-3.8%	?	1.5%
CCn1nc(C)cc1C(=O)Sc1cccc(Cl)c1	0.4%	-1.5%	?	3.3%	i	23.1µM*	1.1%	1.7%	-34.3%
CC(C)(C)NC(=O)CC(c1ccccc1)c1ccccc1O (configuration not stated)	-15.6%	0.3%	-18.3%	-0.4%	i	1.4%	-2.0%[57.1 µM]	-15.5%	-14.0%
Cc1cccc(NC(=O)CSc2ccc(-c3ccco3)nn2)c1	12.0%	19.3%	-39.2%	17.2%	?	2.5%	-1.0%	-27.4%	-2.9%
Cn1cc(Br)c(-c2cccc(NC(=O)CCC(=O)O)c2)n1	0.2%	0.1%	15.2%	-0.5%	i	-0.2%	1.4%	3.1%	7.9%
CC12CCC(C(=O)N(CC(O)CN3CCCCC3)C1=O)C2(C)C (configuration not stated)	14.3%	1.7%	-1.7%	0.2%	i	-0.3%	-2.4%	-15.6%	-31.0%
CC1CCCCC1NS(=O)(=O)CCNC(=O)c1ccccc1 (configuration not stated)	-0.1%	2.0%	-16.4%	-0.3%	i	-8.6%	-4.6%	0.8%	8.9%
Cc1nc(N2CCCC2)ncc1C(=O)NCc1cccc(Cl)c1	7.1%	-16.6%	4.2%	0.1%	i	/	/	/	1.7%
O=C(Nc1cccnc1)c1cc2cc(Br)ccc2oc1=O	1.5%	53.7%[activator]	?	3.3%	i	-1.7%	?	-0.3%	-5.4%
COc1ccccc1CNc1nc2cc(-c3sccc3C)sc2c(=O)n1C	/	22.6%	-6.6%	5.2%	i	/	5.9%	/	-1.4%
CC(=O)/C=C\c1ccccc1OC(=O)c1cc2ccccc2oc1=O	-1.0%	10.6%	13.3%	16.3%	i	4.0%	0.9%	3.3%	-1.2%
COC(=O)[C@H]1C[C@@H]1[C@H](NC(=O)OCc1ccccc1)c1ccccc1	-3.8%	11.1%	?	-0.9%	i	7.4%	-13.4%	4.9%	1.5%
O=C(Nc1ccon1)c1ccccc1Cl	-6.9%	-0.4%	4.4%	2.0%	?	3.8%	2.6%	2.8%	6.4%
COc1ccc(NC(=O)c2cccc(Cn3cc(Br)cn3)c2)cn1	-0.1%	-7.9%	3.8%	-0.9%	i	-1.5%	5.5%	?	6.2%
Fc1c(F)c(-n2nnc3ccccc32)c(F)c(F)c1Cl	2.4%	-4.6%	-24.8%	-0.6%	i	-7.0%	-3.3%	3.0%	-15.0%
COc1ccc([N+](=O)[O-])cc1NC(=O)CSc1nc(C)cc(C)n1	-0.9%	3.5%	-0.9%	11.2%	i	?	-2.0%	11.2%	5.0%
Cc1cc(C)cc(-c2nnc(SCC(=O)c3c(N)n(C4CC4)c(=O)[nH]c3=O)o2)c1	-0.8%	-5.9%	3.6%	-0.7%	i	-1.1%	-2.6%	7.8%	-2.7%
CCN(CC(=O)Nc1ccc(OC(F)F)cc1)C1CCCCC1	9.4%	/	-21.9%	0.3%	i	-2.4%	4.4%	5.6%	-3.7%

3 compounds out of the list, ordered by heavy-atom count, descending.
SMILES	A549 viability	ATXN2 expr inh	TGFb SMAD3 inh	Nrf2 activator	S2 tox	MCF10A rereplic	EPAC2 antagonist	Nrf2 inh	HepG2 tox
Cc1cc(C)cc(-c2nnc(SCC(=O)c3c(N)n(C4CC4)c(=O)[nH]c3=O)o2)c1	-0.8%	-5.9%	3.6%	-0.7%	i	-1.1%	-2.6%	7.8%	-2.7%
COc1ccccc1CNc1nc2cc(-c3sccc3C)sc2c(=O)n1C	/	22.6%	-6.6%	5.2%	i	/	5.9%	/	-1.4%
COc1ccc(NC(=O)c2cccc(Cn3cc(Br)cn3)c2)cn1	-0.1%	-7.9%	3.8%	-0.9%	i	-1.5%	5.5%	?	6.2%

Remaining list, next part.
SMILES	A549 viability	ATXN2 expr inh	TGFb SMAD3 inh	Nrf2 activator	S2 tox	MCF10A rereplic	EPAC2 antagonist	Nrf2 inh	HepG2 tox
O=C1OC2C(O)COC23OC(O)CCC13O (configuration not stated)	/	10.0%	3.4%	0.4%	i	/	5.1%	/	6.2%
Cc1ccc2nc(-c3ccccc3)c(CN3CCN(c4ccccc4F)CC3)n2c1	-2.2%	/	11.8%	0.5%	i	?	2.3%	?	6.0%
O=C(NCc1ccc(Cl)cc1)C(=O)NCC1OCCN1C(=O)c1ccc(Cl)cc1 (configuration not stated)	-3.9%	4.4%	-1.5%	0.2%	i	-1.4%	-2.9%	-21.2%	-6.3%
CC(C)C[C@H]1CN([C@@H](Cc2ccccc2)CN2CCC[C@H]2CN2C(=O)C(=O)NC[C@@H]2Cc2ccc(O)cc2)C(=O)C(=O)N1CC1CCCCC1	/	-9.0%	/	-1.4%	?	/	-9.1%	/	/
Cc1nn(CC(=O)Nc2ccc(N3CCOCC3)cc2)c(C)c1[N+](=O)[O-]	?	3.6%	-14.6%	-0.9%	i	-1.7%	-2.3%	?	0.6%
CCN(CC)c1nc2ccccc2nc1-n1nc(C)cc1C	1.4%	-12.5%	16.0%	0.1%	?	18.3%	-2.3%	-3.1%	-5.5%
Cc1cc(NC(=O)CCC(=O)N(Cc2ccc(F)cc2)C(C(=O)NC2CCCC2)c2ccco2)no1 (configuration not stated)	-6.6%	33.3%	-18.7%	0.2%	i	?	9.5%	0.9%	-23.3%
NC(=S)c1cnn2c(-c3cccc(C(F)(F)F)c3)ccnc12	-4.8%	-11.1%	-10.2%	0.7%	i	-0.8%	7.5%	-12.9%	-2.9%
Cc1nc(-c2ccc(F)cc2)c(CC(=O)N(C)CC(=O)Nc2c(C)cccc2C)s1	-8.2%	-2.8%	-4.3%	-0.8%	i	2.0%	-0.5%	1.0%	0.6%
Cc1ccc(C(=O)CCC(=O)N2CCC(C(N)=O)CC2)cc1	6.4%	-5.4%[11.3 µM]	-5.2%	1.6%	i	5.4%	-0.7%	-2.3%	-9.8%
Cc1ccccc1C(=O)NC(=S)N(C)C1CCCCC1	-3.8%	28.3%	8.8%	-0.2%	i	2.9%	-2.2%	?	-3.9%
Cc1ccccc1OCc1nnc(SCC(=O)Nc2c(C)n(C)n(-c3ccccc3)c2=O)n1-c1ccccc1	-0.3%	-20.6%	?	3.2%	i	0.0%	-2.1%	4.0%	-10.0%
COc1ccccc1C(=O)NCc1ccccc1	9.3%	4.0%	-0.7%	5.3%	i	3.9%	-13.9%	-11.0%	-7.7%
Cc1cc(CSc2ccccc2)ccc1NC(=O)c1cccc([N+](=O)[O-])c1	-21.7%	-25.0%	-10.1%	-0.7%	?	?	-1.4%	?	-26.3%
Cc1ccccc1CN1CCN(C(C)C(=O)NNC(=O)c2ccc(F)cc2)CC1 (configuration not stated)	2.2%	4.0%	2.6%	3.5%	i	0.6%	0.1%	7.6%	4.7%
CC1=CC(=C(C#N)C#N)C=C(C)N1CCN1CCN(C(=O)Nc2cccc(Cl)c2)CC1	-0.8%	/	?	0.2%	i	?	5.8%	?	-12.8%
COc1ccccc1-n1c(SCC(=O)Nc2cccc(C)c2)nc2c(c1=O)SCC2	0.5%	-0.5%	0.2%	0.0%	i	-4.0%	0.1%	?	0.7%
O=C1C(Cl)=C(NCC2CCCO2)C(=O)N1Cc1ccccc1 (configuration not stated)	2.1%	4.6%	1.7%	10.8%	i	13.0%	-1.1%	-15.7%	8.0%
Cc1ccc(S(=O)(=O)N2CCC(C(=O)N3CCCC(C(F)(F)F)C3)CC2)cc1C (configuration not stated)	0.5%	3.8%	3.9%	0.0%	i	14.4%	-28.3%	-21.7%	-30.7%
Clc1cccc(CSc2nnc(C3CCNCC3)o2)c1	1.3%	-1.8%	-8.2%	-1.5%	i	/	/	2.7%	-7.9%
CCn1c(SCC(=O)N/N=C/c2cccs2)nc2ccccc21	11.6%	/	-2.1%	6.1%	i	3.0%	-5.2%[57.1 µM]	-10.8%	0.7%
CCc1ccc(NC(=O)C(=O)NCCN2CCN(S(C)(=O)=O)CC2)cc1	-7.6%	-12.5%	-16.8%	-0.2%	i	?	4.5%	-3.9%	-1.0%
Cc1ccc(NC(=O)C2CCN(S(=O)(=O)c3ccc4[nH]c(=O)oc4c3)CC2)cc1F	-1.0%	-7.0%	-22.9%	0.8%	i	-4.1%	11.3%	0.9%	-15.9%
O=Cc1cn(-c2ccccc2)nc1-c1ccncc1	-1.6%	-0.7%	-2.4%	-0.4%	?	9.5%	4.1%	10.5%	-12.7%
CCN(CC)c1ccc(NC(=O)C2=CCN(S(=O)(=O)c3ccc(F)cc3)CC2)c(C)c1	-2.4%	-21.2%	-7.8%	0.4%	i	?	23.3%	-24.3%	-16.6%
Nc1nonc1-c1nc2ccccc2n1Cc1ccccc1	?	-32.9%	-4.8%	0.0%	i	?	-21.0%	22.3%	-23.6%
Cc1cccc(CNC(=O)C2CCC(CNS(=O)(=O)c3ccc4c(c3)CCCC(=O)N4)CC2)c1 (configuration not stated)	2.6%	0.8%	-1.3%	10.1%	i	/	/	/	-19.5%
Cc1ccc(Cl)cc1N1CCN(C(=O)C2CCN(S(=O)(=O)c3cnc[nH]3)CC2)CC1	-8.2%	0.3%	-0.7%	-0.4%	i	7.3%	1.3%	-11.0%	9.2%
CN1CCN(CC#CCC2(O)c3ccccc3-c3ccccc32)CC1	-8.6%	-18.1%	?	0.4%	i	-2.1%	1.7%	-7.3%	1.2%
O=C(CCNS(=O)(=O)c1cccs1)NC1CCN(Cc2ccccc2)CC1	-7.1%	-21.3%	1.3%	-1.8%[9.22 µM]	?	-11.4%	-0.1%	-7.0%	-3.5%
Fc1ccccc1-c1nc2c(s1)CCc1onc(-c3ccc(Br)cc3)c1-2	-1.3%	3.3%	3.1%	-0.1%	i	2.9%	6.3%	9.7%	4.7%
CC(C)C(=O)Nc1ccc(Cl)cc1-c1nc2ccccc2[nH]c1=O	0.3%	5.2%	1.6%	-0.3%	i	14.4%	4.2%	-5.6%	1.2%

Not all compounds are listed; count on the stated rates, not on these rows.
